RECQ1 helicase = inhibitors of human RECQ1 DNA helicase; 240,000 compounds, 0.54% hits; Potency, µM (top dose mostly 57.3 µM), for the others: top-dose activity, negative = inhibition, usual class: inhibitors; RECQ1 DNA unwinding, red fluorescence kinetic read; AID 2549;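 note: plate controls were vehicle for no effect and no enzyme for full effect; nearly all actives have a fitted effect of over 30% in size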
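50 nM RECQ1T1 preincubated 15 min with compound in Tris pH 8.0 buffer with MgCl2, DTT, Tween-20 and 2.5 ug/ml poly(dI-dC); started with 200 nM TAMRA/BHQ-2 forked duplex and 2 mM ATP. Unwinding read as fluorescence (525/598 nm), two reads 2 h apart.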
NPSR antagonist = blocks cAMP signaling of the human neuropeptide S receptor; 220,000 compounds, 1% hits; CHO-NPSR cells, cAMP TR-FRET, antagonist mode; Q6W5P4; Potency, µM (top dose mostly 38.3 µM), inactives show at the top dose activity change, negative = inhibition, usual class: inhibitors; AID 1461; note: % is set by controls: 0 for no effect and ±100 for the full control effect; nearly all actives have a fitted effect of over 50% in size; many of its hits are not listed in these tables
Target sequence (Q6W5P4 whole entry, looked up): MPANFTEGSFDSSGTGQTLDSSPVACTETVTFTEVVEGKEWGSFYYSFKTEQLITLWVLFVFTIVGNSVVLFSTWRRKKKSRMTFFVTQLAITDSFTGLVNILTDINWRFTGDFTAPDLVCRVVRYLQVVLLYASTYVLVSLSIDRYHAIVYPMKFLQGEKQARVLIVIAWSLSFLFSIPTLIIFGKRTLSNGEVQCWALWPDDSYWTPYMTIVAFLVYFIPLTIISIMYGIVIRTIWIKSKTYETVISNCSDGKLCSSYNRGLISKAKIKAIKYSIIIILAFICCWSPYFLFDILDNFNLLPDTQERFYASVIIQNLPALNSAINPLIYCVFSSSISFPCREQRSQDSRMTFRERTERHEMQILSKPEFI
RGS12 GoLoco inh = RGS12 GoLoco-Gai1 interaction inhibition; P63096; Gai1:RGS12 GoLoco peptide FP, rhodamine, 10 min; Potency, µM (doses to about 61.6 µM), without a hit: top-dose activity, negative = inhibition, actives largely listed as inhibitors; 230,000 compounds, 0.44% hits; AID 880; active = well fitted inhibition curve with a large enough effect, not every such curve was filed as active; inactive = no such curve, though single readings can be large or run the other way; note: % is set by controls: 0 for no effect and ±100 for the full control effect; nearly all actives have a fitted effect of over 30% in size; many of its hits are not listed in these tables
Target sequence (P63096 whole entry, looked up): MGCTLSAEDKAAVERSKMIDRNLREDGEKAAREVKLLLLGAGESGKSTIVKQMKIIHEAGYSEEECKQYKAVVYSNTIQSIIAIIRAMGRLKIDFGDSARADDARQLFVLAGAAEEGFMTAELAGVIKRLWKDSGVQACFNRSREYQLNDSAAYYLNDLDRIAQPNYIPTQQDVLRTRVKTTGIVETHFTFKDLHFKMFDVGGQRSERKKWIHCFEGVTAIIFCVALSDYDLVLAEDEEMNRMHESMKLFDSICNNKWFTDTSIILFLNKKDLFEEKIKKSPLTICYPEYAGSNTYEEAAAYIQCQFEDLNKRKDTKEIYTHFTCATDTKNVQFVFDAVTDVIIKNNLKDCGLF
IMPase Li cell = cell-permeable IMPase inhibitors with lithium potentiation | AID 1457 | Potency, µM (doses to about 59.4 µM), inactives show top-dose activity, negative = IMPase inhibition, hits mostly inhibitors | CHO-M1 cells, IP1 TR-FRET (IP-One), carbachol + lithium | 210,000 compounds, 0.35% hits;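 note: IP1 builds up when IMPase is blocked and the TR-FRET signal falls; plate controls were basal vehicle for no effect and high inhibitor control for full effect; nearly all actives have a fitted effect of over 50% in size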
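CHO cells stably expressing M1 receptor (2000/well) were cultured 16–30 h, then exposed to compounds with a small lithium addition for 30 min at 37C. IP1 was measured by TR-FRET competition; AC50 from Hill fits.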
Epigenetic derep = epigenetic control regulation, reporter derepression; murine LDR cells, GFP reporter derepression, 30 h; AID 1865; Potency, µM (titrated, usually from 53.9 µM), for the others: top-dose GFP activation, usual class: activators; 280,000 compounds, 0.2% hits; note: % of control where 0% means no effect; nearly all actives have a fitted effect of over 60% in size
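In this reporter-derepression format, murine cells bearing a silenced integrated CMV-GFP locus incubate with test compound (30 h, 37 C), then are washed and imaged; fluorescent objects of 20–120 um count as induced cells.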
KDM4E inh = inhibitors of human JMJD2E histone demethylase | JMJD2E catalytic domain, FDH-coupled NADH fluorescence (FDH is formaldehyde dehydrogenase) | 230,000 compounds, 1.6% hits | Potency, µM (titrated, usually from 57.1 µM), without a hit: at the highest dose activity change, negative = inhibition, hits mostly inhibitors | B2RXH2; active = well fitted inhibition curve with a large enough effect, not every such curve was filed as active; inconclusive = small, poorly fitted or top-dose-only effect, or another doubt; inactive = no such curve, though single readings can be large or run the other way;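 note: 0% = wells with enzyme and -100% = buffer wells without enzyme; nearly all actives have a fitted effect of over 50% in size; many of its hits are not listed in these tables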
Target sequence (B2RXH2 1-337 limits assumed): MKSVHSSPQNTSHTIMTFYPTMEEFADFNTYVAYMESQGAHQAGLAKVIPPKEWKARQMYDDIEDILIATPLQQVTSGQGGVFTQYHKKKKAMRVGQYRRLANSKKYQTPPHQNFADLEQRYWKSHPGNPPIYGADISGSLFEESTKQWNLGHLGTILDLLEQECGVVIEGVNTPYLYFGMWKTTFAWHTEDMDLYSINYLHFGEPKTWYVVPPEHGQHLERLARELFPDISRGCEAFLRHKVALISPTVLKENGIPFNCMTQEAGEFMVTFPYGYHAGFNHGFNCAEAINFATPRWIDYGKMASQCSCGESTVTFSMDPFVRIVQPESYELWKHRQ
SMN2 splice enh = SMN2 splice variant enhancement. AID 1458. Potency, µM (top dose mostly 46.1 µM), inactives show at the top dose activity change, positive = activation, hits mostly activators. 210,000 compounds, 2.8% hits. HEK293 SMN2-luciferase splicing reporter, luminescence, 30-36 h; note: % of control where 0% means no effect; nearly all actives have a fitted effect of over 55% in size
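HEK293 cells carry an SMN2 […]–luciferase reporter in which exon 7 inclusion puts luciferase in frame. Cells were plated 10-12 h before compound addition, then incubated 30-36 h at 37C. ONE-Glo luminescence was read; sodium butyrate at 4.5 mM final served as control.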
KinaseGlo FLuc = blocks Kinase-Glo luciferase, a counter-screen artifact | Kinase-Glo luciferase, ATP luminescence, 8 min | Potency, µM (doses to about 38.3 µM), inactives show top-dose activity change, negative = inhibition, hits mostly inhibitors | AID 1379 | 200,000 compounds, 0.28% hits; note: % is set by controls: 0 for no effect and ±100 for the full control effect; nearly all actives have a fitted effect of over 60% in size
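Substrate mix (final 50 mM imidazole pH 7.2, 50 mM KCl, 7 mM MgCl2, 10 uM ATP, 0.01% Tween 20, 0.05% BSA) plus pin-tool compound, then Kinase-Glo detection mix; 8 min ambient, luminescence read.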
* hit, by the source's call; i = inactive; ? = inconclusive; · = not tested or not shown; & = joins results of further samples; [ ] = remark or other dose. Unless noted, calls come from the whole dose curve; as a rule, active = well fitted curve in the direction sought with a large enough effect; inconclusive = small, poorly fitted or top-dose-only effect, or another doubt; inactive = no such curve, though single readings can be large; an effect the other way counts as inactive or inconclusive. Potency is the fitted concentration of half-maximal effect. Some of the compounds tested; rates above refer to the full screens.

compound	RECQ1 helicase	NPSR antagonist	RGS12 GoLoco inh	IMPase Li cell	Epigenetic derep	KDM4E inh	SMN2 splice enh	KinaseGlo FLuc
CC(C)(C)c1ccc(OCC(=O)NCCN2CCCC2)cc1	0%	8%[46.1 µM]	-13%	46%[activator][38.3 µM]	0.9%	0%	9%	-4%
Cc1ccc(-c2ccccc2NC(=O)CCl)o1	-3%	-1%[46.1 µM]	-14%	-3%[38.3 µM]	3.6%	?	-8%	0%
CC(C)(C)c1nc(SCC(=O)Nc2nc3c(s2)CCCC3)c2ccccc2n1	-6%	-28%[46.1 µM]	5%	25%[38.3 µM]	-0.2%	3%	3.2µM*	-3%
O=C(Nc1ccn(C2CC(OC(=O)c3ccccc3)C(CO)O2)c(=O)n1)c1ccccc1 (stereo unspecified)	-9%	-20%[46.1 µM]	3%	-5%[38.3 µM]	-1.1%	-4%	-8%	-7%
CCCOC(=O)c1ccc(NC(=O)CSC2=Nc3ccccc3C3CC=NN23)cc1 (stereo unspecified)	1%	-14%[46.1 µM]	15%	6%[38.3 µM]	2.7%	-13%	-1%	4%
O=[N+]([O-])c1ccc(/C=N/n2c(C3CCCCC3)n[nH]c2=S)cc1	-3%	-7%[46.1 µM]	-21%	10%[38.3 µM]	-0.9%	3%	26%	-10%
CC(NC(=O)c1ccc(CS(=O)(=O)c2cccc(C(F)(F)F)c2)o1)c1ccc2c(c1)OCCO2 (stereo unspecified)	-18%	?	4%	20%[38.3 µM]	-0.2%	0%	-13%	2%
N#CC1=C(N)N(c2ccccc2C#N)C2=C(C(=O)CCC2)C1c1ccsc1 (stereo unspecified)	-2%	-15%[46.1 µM]	14%	18%[38.3 µM]	-2.1%	-3%	?	3%
C#CCOc1c(Br)cc(/C=N/O)cc1OCC	i	0%[46.1 µM]	4%	25%[38.3 µM]	-4.1%	9%	?	-1%
O=C(O)c1ccc(NCc2ccncc2)cc1	i	-5%[46.1 µM]	10%	13%[38.3 µM]	1.5%	-9%	-6%	-3%
Cc1ccn2c(=O)c(C(=O)O)cnc2c1	-5%	-1%	7%	·	0.0%	?	·	·
Cc1cccc(NC2=NCC(=O)N2Cc2cccs2)c1	16%	15%	4%	6%	-1.6%	-29%	-8%	4%
CC(/C=N/NC(=O)c1cccs1)=C\c1ccco1	-26%	-26%	74%[activator]	0%	2.4%	?	11µM*	-18%
CCOC(=O)C1CCN(C(=O)Nc2ccc(NC(=O)C3CCN(C(=O)OCC)CC3)cc2)CC1	i	-13%[46.1 µM]	4%	3%[38.3 µM]	1.2%	6%	18%	1%
O=C(Nc1nnc(C(F)(F)F)s1)c1cccnc1	-6%	26%[46.1 µM]	3%	6%	2.5%	2%	11µM*	-3%
O=C(CCc1nc2ccccc2s1)OCC(=O)c1ccccc1	-1%	14%	-9%	0%	-1.0%	4%	18%	1%
O=C(CCC1CCCN(Cc2cccc3c2OCO3)C1)NCc1ccc(F)c(F)c1 (stereo unspecified)	i	-2%	35%[activator]	28%	0.2%	-1%	-6%	-1%
O=C(NCCc1nc2ccccc2[nH]1)/C(=C/c1ccco1)NC(=O)c1ccc(Br)o1	-3%	11%	10%	-6%	0.0%	2%	18%	1%
COc1ccccc1C(c1c(N)n(C)c(=O)n(C)c1=O)C(C)[N+](=O)[O-] (stereo unspecified)	-2%	4%	0%	·	-3.9%	-7%	·	·
O=C(CCCN1C(=O)c2ccccc2C1=O)NCCCn1ccnc1	i	7%	-5%	-8%	8.0%	4%	4%	-1%
O=C(c1sc2cc(F)ccc2c1Cl)N1CCN(c2cccc(Cl)c2)CC1	-4%	6%[46.1 µM]	·	·	-0.9%	-2%	·	·
CCOC(=O)C1CCN(Cc2ccc(C(=O)OC)cc2)CC1	-6%	10%[46.1 µM]	4%	39%[38.3 µM]	0.0%	?	15%	4%
CC1=NN(c2ccccc2)C(=O)C1/C=C1/NC(=S)NC1=O (stereo unspecified)	4%	1%	6%	·	0.1%	4%	·	·
COc1ccc(-c2c(C)n([O-])c(C)c(C)[n+]2=O)cc1OC	-3%	-5%[46.1 µM]	6%	-16%[38.3 µM]	0.8%	4%	-10%	1%
CCN(CC)C1CCN(Cc2cn[nH]c2-c2ccc(OC)c(F)c2)C1 (stereo unspecified)	-2%	-7%	-22%	7%	-5.6%	3%	·	6%
CC(=O)NCCN=C(C)c1sc2ccccc2c1O	0%	-19%[46.1 µM]	4%	46%[activator][38.3 µM]	2.4%	-20%	?	3%
N#Cc1ccc(-c2ccc3c(c2)OCO3)nc1SCC(=O)OCc1ccccc1	-15%	-12%[46.1 µM]	5%	5%[38.3 µM]	1.4%	?	13%	2%
O=c1oc2ccc3ccccc3c2cc1-c1nnc(-c2ccccc2)o1	-5%	-14%[46.1 µM]	9%	-11%[38.3 µM]	-0.7%	?	-15%	-2%
O=C(Nc1ccc2c(c1)CCC2)c1ccc(Br)s1	i	-42%	1%	0%	-5.9%	-5%	5.6µM*	-14%
CN1CCN(c2cc(C(F)(F)F)nc3ccc(F)cc23)CC1	i	0%	-4%	·	-1.4%	9%	·	·
Cc1cc(CNCc2c(C(=O)N(C)Cc3ccccc3)nc3ccccn23)nn1C	-6%	-15%	-52%	7%	5.8%	-19%	·	-2%
CC(C)NC(=O)CSc1nc(-c2cccs2)cc(-c2ccccc2)c1C#N	7%	10µM*	-4%	?	-2.2%	-4%	-27%	3%
CCOc1ccc(N(CC(=O)Nc2cccc(F)c2)S(=O)(=O)c2c(C)noc2C)cc1	-6%	-26%[46.1 µM]	12%	1%[38.3 µM]	0.5%	4%	14%	7%
COc1ccc2c(CC(=O)OCC(=O)Nc3cccc(S(N)(=O)=O)c3)coc2c1	-6%	1%	11%	·	-4.0%	-1%	·	·
CC(C)C(C)NC(=O)COC(=O)c1cccc(C(=O)OCC(=O)NC(C)C(C)C)n1 (stereo unspecified)	i	3%	-8%	-1%	3.4%	-12%	-9%	-1%
O=C(CC1N=C2c3ccccc3N=C(SCc3ccc(Cl)cc3)N2C1=O)NCc1ccco1 (stereo unspecified)	?	-18%[46.1 µM]	7%	-4%[38.3 µM]	0.0%	?	-8%	0%
CCN(C(=O)c1cnc(NC(C)C)cc1C(F)(F)F)c1ccc(Cl)cc1	22%	?	2%	·	-1.3%	?	·	·
C=C(C)CSc1nnc(-c2cccc(S(=O)(=O)N(C)C)c2)n1-c1cc(OC)ccc1OC	0%	-12%[46.1 µM]	3%	12%	-8.3%	4%	-32%[inhibitor]	2%
CN1CCN(S(=O)(=O)c2ccc(-c3noc(C4CCN(S(C)(=O)=O)CC4)n3)cc2)CC1	-7%	-7%[46.1 µM]	1%	88%[activator][38.3 µM]	-1.0%	5%	?	-2%
COc1ccc(S(=O)(=O)N(C)CC(=O)NCCC2=CCCCC2)cc1OC	i	-1%[46.1 µM]	6%	27%[38.3 µM]	-1.0%	0%	12%	-2%
C=C(C)COc1ccc(-c2n[nH]c(C)c2-c2ccc(OC)c(OC)c2)c(O)c1	-14%	?	4%	·	0.0%	?	·	·
N#C/C(=C/c1ccc(CNS(=O)(=O)c2ccccc2)o1)C(=O)NCc1ccccc1	0%	-13%	17%	0%	0.0%	-7%	-2%	-4%
COc1cc(C(CCN2CCCC(C)C2)c2c(OC)cc(OC)c3c2OC(=O)CC3c2ccc(N(C)C)cc2)cc(OC)c1OC (stereo unspecified)	-4%&-18%	-57%	-6%	·	0.4%	3%	·	·
Cc1ccc(C2C(C#N)=C(N)N(N(C)C)C3=C2C(=O)CCC3)cc1 (stereo unspecified)	-1%	5%	4%	0%	0.0%	-5%	5%	-1%
CC(Oc1ccc(Cl)cc1Cl)C(=O)Nc1ccc2oc(-c3ccncc3)nc2c1 (stereo unspecified)	-7%	-17%[46.1 µM]	10%	10%[38.3 µM]	0.0%	?	·	-1%
N#C/C(=C1\CCCN1)c1nc2ccccc2c(=O)[nH]1	-5%	-26%[46.1 µM]	16%	-17%[38.3 µM]	-1.1%	-1%	0%	2%
COCCn1c(=NC(=O)c2ccc3c(c2)OCO3)c(C#N)cc2c(=O)n3cccc(C)c3nc21	-4%	-8%[46.1 µM]	8%	-9%[38.3 µM]	1.9%	?	19%	-3%
COc1cccc(OCCNc2cc(N3CCOCC3)ccc2[N+](=O)[O-])c1	-3%	-17%	7%	3%	0.0%	2%	·	0%
Cc1ccc(C)c(C(=O)COC(=O)c2cc(Cl)nc3ccccc23)c1	3%	-10%	3%	5%	-3.0%	?	-10%	-2%

Entries of single compounds as entered above.
N#Cc1ccc(-c2ccc3c(c2)OCO3)nc1SCC(=O)OCc1ccccc1 is entered as RECQ1 helicase: -15%; NPSR antagonist: -12%[46.1 µM]; RGS12 GoLoco inh: 5%; IMPase Li cell: 5%[38.3 µM]; Epigenetic derep: 1.4%; KDM4E inh: ?; SMN2 splice enh: 13%; KinaseGlo FLuc: 2%
COc1ccc(S(=O)(=O)N(C)CC(=O)NCCC2=CCCCC2)cc1OC is entered as RECQ1 helicase: i; NPSR antagonist: -1%[46.1 µM]; RGS12 GoLoco inh: 6%; IMPase Li cell: 27%[38.3 µM]; Epigenetic derep: -1.0%; KDM4E inh: 0%; SMN2 splice enh: 12%; KinaseGlo FLuc: -2%
COc1cc(C(CCN2CCCC(C)C2)c2c(OC)cc(OC)c3c2OC(=O)CC3c2ccc(N(C)C)cc2)cc(OC)c1OC (stereo unspecified) is entered as RECQ1 helicase: -4%&-18%; NPSR antagonist: -57%; RGS12 GoLoco inh: -6%; IMPase Li cell: ·; Epigenetic derep: 0.4%; KDM4E inh: 3%; SMN2 splice enh: ·; KinaseGlo FLuc: ·

Looked up above.
RECQ1 helicase result of O=C(NCCc1nc2ccccc2[nH]1)/C(=C/c1ccco1)NC(=O)c1ccc(Br)o1 → -3%
KinaseGlo FLuc result of CN1CCN(S(=O)(=O)c2ccc(-c3noc(C4CCN(S(C)(=O)=O)CC4)n3)cc2)CC1 → -2%

Assay outcomes: PubChem BioAssay, National Center for Advancing Translational Sciences (NCATS)
